# Source: PubChem BioAssay (Icahn School of Medicine at Mount Sinai)
# RBX1-CUL1 inh: inhibitors of human ROC1-CUL1 ubiquitin ligase activity | inhibition, % at 10 µM | P62877+Q13616 | 0.6% of 140,000 active | in vitro K48 di-Ub FRET, acceptor:donor ratio, 45 min; in the data active = inhibition above about 25%
# Target sequence (P62877 whole entry, looked up): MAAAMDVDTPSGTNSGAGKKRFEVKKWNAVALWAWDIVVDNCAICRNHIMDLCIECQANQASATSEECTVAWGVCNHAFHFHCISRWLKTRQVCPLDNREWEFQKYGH
# Target sequence (Q13616 whole entry, looked up): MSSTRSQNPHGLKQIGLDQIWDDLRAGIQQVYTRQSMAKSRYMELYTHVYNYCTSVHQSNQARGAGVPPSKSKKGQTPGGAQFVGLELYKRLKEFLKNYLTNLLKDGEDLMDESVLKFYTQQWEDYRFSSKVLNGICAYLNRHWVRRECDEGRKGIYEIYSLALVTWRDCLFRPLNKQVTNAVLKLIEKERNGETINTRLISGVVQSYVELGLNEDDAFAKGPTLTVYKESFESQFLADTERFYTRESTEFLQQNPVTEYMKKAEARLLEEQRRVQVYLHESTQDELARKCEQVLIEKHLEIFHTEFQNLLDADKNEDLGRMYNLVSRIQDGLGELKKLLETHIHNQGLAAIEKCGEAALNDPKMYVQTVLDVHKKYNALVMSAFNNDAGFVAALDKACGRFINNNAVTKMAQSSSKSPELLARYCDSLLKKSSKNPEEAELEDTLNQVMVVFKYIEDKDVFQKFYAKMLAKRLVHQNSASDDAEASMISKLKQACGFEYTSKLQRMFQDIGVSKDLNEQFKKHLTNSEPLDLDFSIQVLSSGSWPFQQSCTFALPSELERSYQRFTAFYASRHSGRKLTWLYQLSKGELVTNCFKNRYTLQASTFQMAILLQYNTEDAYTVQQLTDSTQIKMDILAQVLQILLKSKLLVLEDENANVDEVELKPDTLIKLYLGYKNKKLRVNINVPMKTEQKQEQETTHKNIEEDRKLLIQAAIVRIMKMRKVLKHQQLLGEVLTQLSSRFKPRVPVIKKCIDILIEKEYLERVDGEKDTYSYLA
# * = called active by the depositor. This is a subset (hit frequency here may not be typical).
# The first five entries, ahead of the listing:
SMILES,RBX1-CUL1 inh
OC1(C(F)(F)F)CC(/C=C/c2cccs2)=NN1 (stereo unspecified),-2
COc1ccc(OC2CCN(C3CCCC3)CC2)c(C(=O)N2CCCO2)c1,-2
c1ccc(-c2cn(C3CCN(Cc4ccoc4)CC3)nn2)cc1,0
COc1ccc(-c2nc3cc(NC(=O)COc4ccccc4C)ccc3o2)cc1,6
Cc1cccc(OCCSc2nc3ccc(NC(=O)COc4ccccc4F)cc3s2)c1,0

# Results, repeating the preview:
SMILES,RBX1-CUL1 inh
OC1(C(F)(F)F)CC(/C=C/c2cccs2)=NN1 (stereo unspecified),-2
COc1ccc(OC2CCN(C3CCCC3)CC2)c(C(=O)N2CCCO2)c1,-2
c1ccc(-c2cn(C3CCN(Cc4ccoc4)CC3)nn2)cc1,0
COc1ccc(-c2nc3cc(NC(=O)COc4ccccc4C)ccc3o2)cc1,6
Cc1cccc(OCCSc2nc3ccc(NC(=O)COc4ccccc4F)cc3s2)c1,0
COc1ccc(NCc2nnc(SCC(=O)Nc3sc4c(c3C#N)CCCC4)n2-c2ccc(C)cc2)cc1,-2
O=C(CC1SCCNC1=O)Nc1ccccc1Sc1ccccc1 (stereo unspecified),-9
C=CCN(C(=O)Nc1ccc2oc(C)nc2c1)c1ccccc1,-2
CCC1CC(C(=O)Nc2ccccc2)C(=O)O1 (stereo unspecified),3
CCOc1ccc(NC(=O)c2cc3sc(Cl)cc3n2CC)cc1,-6
Cc1ccc(SCC(=O)NC2CCS(=O)(=O)C2)cc1 (stereo unspecified),-1
Cc1c(Cl)cccc1N1CCN(S(=O)(=O)N2CCC(C)CC2)CC1,-5

# Reprinted at random: 2 records from the list
SMILES,RBX1-CUL1 inh
OC1(C(F)(F)F)CC(/C=C/c2cccs2)=NN1 (stereo unspecified),-2
CCC1CC(C(=O)Nc2ccccc2)C(=O)O1 (stereo unspecified),3

# Later entries
SMILES,RBX1-CUL1 inh
Fc1ccc(CSc2nncn2NCc2cccc3ccccc23)cc1,5
COc1ccc(CCNC(=O)CCCCn2c(=O)c3ccccc3n(Cc3ccccc3C)c2=O)cc1OC,7
O=C(O)C(Cc1cccc2ccccc12)C(=O)O,-7
COc1cccc(N2CCN(C(=O)c3cc4c(=O)n(Cc5ccco5)ccc4nc3C)CC2)c1,-9
O=S1(=O)CCC(NC2CCCCC2)C1 (stereo unspecified),11
FC(F)(F)C(Oc1nc(N(c2ccccc2)c2ccccc2)nc(-n2cnc3ccccc32)n1)C(F)(F)F,7
COC(=O)C1C(C)=NC2=C(C(=O)CC(C)(C)C2)C1c1cccs1 (stereo unspecified),3
Oc1[nH]c(=S)sc1C=C1C=Nc2ccccc21,0
c1ccc(-c2nc3ccccn3c2-c2ccccc2)cc1,-7
CSc1ccc(CCNC(=O)c2ccc(-n3c(C)cc4c3CCC(C)C4)cc2)cc1 (stereo unspecified),11
CC(=O)NS(=O)(=O)c1ccc(NC(=S)NC(=O)c2ccc(-c3cccc(Cl)c3Cl)o2)cc1,-9
CC(=O)Nc1ccc(NC(=O)c2ccc3c(c2)N(Cc2cccc(Cl)c2)C(=O)c2ccccc2S3(=O)=O)cc1,-12
O[C@H]1[C@H](N2CCN(C3CCCCC3)CC2)c2ccccc2C12CCNCC2,3
COc1cccc(N2CC(C(=O)N3CC(C)CC(C)C3)CC2=O)c1 (stereo unspecified),-2
c1cc(-c2cnccn2)cc(-c2ccn(CCCN3CCCCC3)n2)c1,4
O=C(c1cc(C(F)(F)F)[nH]n1)N1CCC(Cn2cc(CO)nn2)CC1,1
CCN(CC)c1ccc(NC(=O)CN2C(=O)c3cccnc3Oc3ccccc32)c(C)c1,-3
Cc1sc2ncnc(SC3CCCCN(C(=O)c4ccc(Cl)cc4)C3=O)c2c1C (stereo unspecified),-4
CCOC(=O)c1cc2c(=O)n3ccccc3nc2n(CCOC)c1=NC(=O)c1c(-c2c(F)cccc2Cl)noc1C,-1
CCCn1cc(S(=O)(=O)c2cc(C)ccc2C)c(=O)c2cc(F)c(N3CCN(CC)CC3)cc21,-14
C=CCn1c(=S)[nH]c2sc3c(c2c1=O)CC(C)CC3 (stereo unspecified),2
Oc1ccccc1C=Nc1ncccc1OCc1ccccc1,11
O=C(NC1CC(=O)N(c2ccc(F)cc2)C1)c1cc2ccccc2o1 (stereo unspecified),5
COc1ccccc1NC(=O)Cn1c(SCC(=O)NCc2ccccc2)nc2ccccc21,-1
Clc1ccc(CSc2nnc(CN3c4ccccc4Sc4ccccc43)o2)cc1,1
Cc1ccc2occ(C3Nc4ccccc4N=C4CC(c5ccccc5Cl)CC(=O)C43)c(=O)c2c1 (stereo unspecified),6
Cc1nc(Cl)c2c3c(sc2n1)CCCC3,1
Cc1ccc2[nH]c3c(c2c1)CCCC3=NC(C)c1ccccc1 (stereo unspecified),1
CC[S+](CC)Cc1ccccc1,0
CCOc1ccc2ccccc2c1CC1=NC(=S)N(c2ccc(Br)cc2)C1=O,1
CCOc1ccc(NC(=O)C2CCN(S(=O)(=O)c3c(C)noc3/C=C/c3c(C)cc(C)cc3C)CC2)cc1,-5
CCc1c2c(nc3sc(C(=O)c4ccc(Cl)c(Cl)c4)c(N)c13)CC(C)(C)CC2=O,2
COCC(=O)Nc1ccc(C)cc1O,-2
CCOC(=O)CC1CCCCN1C(=O)CCC1(Cc2cc(OC)ccc2F)CCC(=O)N1 (stereo unspecified),8
COC(=O)c1c(SC)nc2ccccc2c1OCc1ccccc1Cl,3
COc1ccc(CCNC(=O)CSc2nc(N)c3c4c(sc3n2)CCCC4)cc1,0
CCN1CCCC1CN(Cc1cc(C)[nH]n1)CC1CCN(CCOC)CC1 (stereo unspecified),-10
CSc1ccc(-c2nc3cc(C)ccn3c2Nc2ccc(C)cc2)cc1,-6
Cc1cccc(CN2CCCC(O)(CNC(C)C)C2=O)c1 (stereo unspecified),-5
CCOc1cccc(C2C3=C(CC(C)=NC3=O)OC(=N)C2C#N)c1OCC (stereo unspecified),10
C=CCn1c(SCO)nnc1-c1ccccc1,-9
CCOC(=O)c1cc(CC)sc1NC(=O)CCN1CCOCC1,-6
CCOC(=O)c1c(NC(=O)c2ccc(C)c(C)c2)sc2c1CCCCC2,5
Cc1ccc(NS(=O)(=O)c2ccc3c(c2)CCCN3C(=O)C2CCC2)cc1Cl,-5
CCOC(=O)N1CCc2c(sc3c2c(=O)n(-c2ccccc2C(F)(F)F)c(=O)n3Cc2ccccc2C)C1,2
CCOC(=O)C1C(CN2CCCCC2)=NC(=O)NC1c1cc(C)ccc1C (stereo unspecified),-5
COC(=O)c1scc(-c2ccc(C)cc2)c1S(=O)(=O)Nc1cc(C)c(Cl)cc1OC,-1
Clc1ccc2c(c1)[C@@H]1C=CC[C@@H]1[C@H](c1cccc(OC3CSC3)c1)N2,2
COCC(C)N1CCc2onc(-c3ccc(C(F)(F)F)cc3)c2C1 (stereo unspecified),5
CC1N(C)c2cccc3cccc(c23)N1C,-22
O=C(NCCc1ccccc1)c1ccc(Cn2c(SCc3ccc(F)cc3)nc3cccnc32)cc1,1
CCn1c(COc2ccc(OC)cc2)nnc1SCC(=O)Nc1ccc(C)c(Cl)c1,0
O=C(Nc1cccc(C(F)(F)F)c1)c1cnn(-c2cccc(F)c2)c1C1CCNCC1,-12
CN(CCCNC(=O)c1ccccc1Br)CCCN(C)Cc1ccccc1,4
COc1ccc(Cl)cc1NC(=O)c1sc2nc3n(c(=O)c2c1C)CCC3,-1
Cc1ccc(-n2c(=O)c3ccc(C(=O)NCc4ccccc4Cl)cc3n(Cc3ccccc3F)c2=O)cc1,-4
Cc1ccc(NC(=O)C(CCC(=O)OCc2ccccc2)NC(=O)OC(C)(C)C)cc1C (stereo unspecified),-11
COc1ccc(CCC(=O)OC(C)C(=O)c2ccc(C)cc2)cc1 (stereo unspecified),4
NC(=O)c1ccccc1NC(=O)/C=C/c1ccccc1Cl,2
Cc1ccc(NC(=O)CSC2=NC(=O)CC(=N)N2CCc2ccccc2)cc1,12
# (list continues)
SMILES,RBX1-CUL1 inh
CC(C)(C)N1CC(COc2ccccc2)OC1=O (stereo unspecified),-5
CCCC(Sc1nc2ccc(NC(=O)c3ccc(C(C)(C)C)cc3)cc2s1)C(=O)O (stereo unspecified),3
O=C(Oc1cccn2cc(-c3ccc(Br)cc3)nc12)c1ccccc1,9
Cc1cc(C(=O)Nc2cccc(Br)c2)no1,8
COCCn1c(CN2CCC(OC)CC2)cnc1S(=O)(=O)C1CCCCCC1,8
CCOC(=O)N1CCN(C(=O)Nc2cccc(Cl)c2)CC1,3
CCOC(=O)C1=C(C)N=c2s/c(=C/c3cccc(OC)c3O)c(=O)n2C1c1ccc(C)c(OC)c1 (stereo unspecified),-1
CN(C)c1ccc(/C=C/C2=NC(=O)NC(=O)C2)cc1,-16
COc1ccc(-c2cc(C(F)(F)F)nc(NCc3ccc(Cl)cc3)n2)cc1,0
Cc1[nH]c2ccccc2c1/C=N/NC(=O)c1cc(C(C)C)[nH]n1,9
O=C(NC(NC(=S)Nc1ncn[nH]1)C(Cl)(Cl)Cl)C(c1ccccc1)c1ccccc1 (stereo unspecified),8
CCOC(=O)c1ccc(C2OC3(C(=O)c4ccccc4C3=O)C3C(=O)N(c4ccccc4Cl)C(=O)C23)cc1 (stereo unspecified),-7
C=CCC1(C)C(=O)N(c2ccccc2)c2ccccc21 (stereo unspecified),-2
Cc1cccc(C)c1NC(=O)c1nn(C)c(=O)c2ccccc12,-2
COCCN1C(=O)CC(CC(=O)N(C)Cc2nc3cc(C)c(C)cc3[nH]2)(c2ccccc2F)C1=O (stereo unspecified),6
CCCCCCCCCCc1ccc(-c2ccc(C(=O)CC(C)=O)cc2)cc1,-1
Cc1cc(=O)oc2cc(Cl)c(OCC(=O)c3ccccc3)cc12,4
COc1ccc(-c2cc(C(=O)Nc3c(C)nn(Cc4ccc(F)cc4)c3C)no2)cc1OC,8
COC(=O)c1ccccc1-n1c(CCC(=O)O)ccc1-c1ccccc1,5
Cc1ccc(Cc2nc3ccccc3nc2SCC(=O)N2CCN(c3ccccc3F)CC2)cc1,-3
COc1ccc(CCN2CC(NCc3ccccn3)CC2=O)cc1 (stereo unspecified),-1
CCN1C(C(=O)c2ccccc2)=C(OC(=O)COc2ccc(C)cc2)c2ccccc2S1(=O)=O,5
Cc1cccc(NC(=O)Cn2c(=O)nc(-c3ccccc3)c3ccccc32)c1C,-12
Cc1nc(CN)cc(N2CCC(c3nc(C(C)C)no3)CC2)n1,2

# By substructure: the entries above containing a cyano group.
SMILES,RBX1-CUL1 inh
COc1ccc(NCc2nnc(SCC(=O)Nc3sc4c(c3C#N)CCCC4)n2-c2ccc(C)cc2)cc1,-2
CCOc1cccc(C2C3=C(CC(C)=NC3=O)OC(=N)C2C#N)c1OCC (stereo unspecified),10

# Other structures follow.
SMILES,RBX1-CUL1 inh
CC(=O)N1CCc2c(sc3nc(SCC(C)C)n(-c4ccc(C)c(Cl)c4)c(=O)c23)C1,-8
COc1ccc(CCNC(=O)CN(c2ccc(C)cc2)S(=O)(=O)c2ccc(OC)cc2)cc1,6
Cc1occc1C(=O)Nc1ccc(Cl)cc1F,-5
CCN(CC)CC(O)COc1ccc(CNCc2ccccc2F)cc1OC (stereo unspecified),2
FC(F)(F)c1ccc(-c2nnc3sc(-c4ccncc4)nn23)cc1,-2
CN(Cc1ccccc1)C1(C(=O)NC2CCS(=O)(=O)C2)Cc2ccccc2C1 (stereo unspecified),-7
CC(C)CCNS(=O)(=O)c1ccc(NS(C)(=O)=O)cc1,-1
O=S(=O)(Cc1ccccc1Cl)NC1CC2CCC1C2 (stereo unspecified),11
CN(C)CCC1CN(C(=O)Cc2ccc(F)cc2Cl)CCO1 (stereo unspecified),14
CC(C)=CCCC1(C)OC(=O)N(CCOC23CC4CC(CC(C4)C2)C3)C1(C)O (stereo unspecified),-4
O=C1CSC(=Nc2nccs2)N1,-3
COc1ccc(CCCC(=O)Nc2cccc(F)c2C)c(C)c1,-1
CC(=O)Nc1cccc(C)c1Cl,-16
CCCc1c(C(=O)Nc2ccccc2CC)nnn1-c1ccccc1,3
Fc1cccc(-c2n[nH]c3c2CN(Cc2cccc4cccnc24)CC3)c1,3
COc1ccc(C(=O)N2CCN(C(=O)c3cn(CCc4ccccc4)nn3)CC2)cc1,6
O=C1C(=O)N(c2cccc(C(F)(F)F)c2)C(c2ccc(Br)cc2)C1C(=O)c1ccc(Br)cc1 (stereo unspecified),2
O=C(NC1CC=CC1)c1ccc(C2CCCN2)s1 (stereo unspecified),2
COc1cccc(-c2cc(C(F)(F)F)n3ncc(C(=O)N4CCC(C)CC4)c3n2)c1,0
CC1=CC(C)(C)N2C(=O)C(=O)c3cc(OC(=O)c4ccccc4Cl)cc1c32,2
Cc1nn(CC(=O)N2CCN(c3cccc(C(F)(F)F)c3)CC2)c(=O)c2cc3sccc3n12,4
COc1cccc(C(=O)N2CCN(C(=O)CSc3ccc4nnc(-c5cccnc5)n4n3)CC2)c1,-7
COc1ccc2c(c1)C(C)(C)C(=O)N2Cc1ccccc1,-3
CCc1cc2c(cc3c(=O)n(CCCC(=O)NCc4ccccc4Cl)nc(CC)n32)s1,-5
Cc1cccc(OCC(=O)Nc2ccc(OCc3nc4ccccc4s3)cc2C)c1,-10
CCOC(=O)c1cc(-c2ccccc2)n(CCCC(=O)Nc2ccccc2C)c1C,0
CCC(=O)N1N=C2c3cc(OC)ccc3CCC2C1c1ccc(F)cc1 (stereo unspecified),4

# Molecules shown so far that have a tert-butyl group (3):
SMILES,RBX1-CUL1 inh
Cc1ccc(NC(=O)C(CCC(=O)OCc2ccccc2)NC(=O)OC(C)(C)C)cc1C (stereo unspecified),-11
CC(C)(C)N1CC(COc2ccccc2)OC1=O (stereo unspecified),-5
CCCC(Sc1nc2ccc(NC(=O)c3ccc(C(C)(C)C)cc3)cc2s1)C(=O)O (stereo unspecified),3
